IEC-6 cytotox – kills IEC-6 intestinal cells in KLF5 counter-screen. IEC-6 cytotoxicity, luminescence viability. hit rate 0.78% among 290,000. inhibition, % at 5 µM; in the data active means inhibition above about 22%;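 further: 0% = plate median of test compound wells and 100% = cytotoxic reference compound wells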
HSF1 activator – increases HSF-1 driven luciferase reporter signal; AID 504408; activation, % at 9 µM; hit rate 1.7% among 300,000; NIH3T3-HGL HSF-1 luciferase reporter, MG132, 8 h; 100% = twice DMSO control signal;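 active means mean replicate activation of at least 50% with a set share of replicates each reaching 50%; inconclusive means only one of those two conditions met; inactive means mean below 50% and too few replicates reaching it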;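 further: 0% = median of the neutral control wells and 100% = twice that signal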
GSK3 alpha inh – blocks human GSK-3 alpha kinase. P49840. hit rate 0.1% among 320,000. inhibition, % at 10 µM. ADP-Glo luminescence, 60 min;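 in the data active means inhibition above about 50%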;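 further: GST-tagged GSK-3 alpha with peptide substrate and 25 µM ATP; 0% = DMSO neutral wells and 100% = GW8510 positive control wells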
Target sequence (P49840 whole entry, looked up): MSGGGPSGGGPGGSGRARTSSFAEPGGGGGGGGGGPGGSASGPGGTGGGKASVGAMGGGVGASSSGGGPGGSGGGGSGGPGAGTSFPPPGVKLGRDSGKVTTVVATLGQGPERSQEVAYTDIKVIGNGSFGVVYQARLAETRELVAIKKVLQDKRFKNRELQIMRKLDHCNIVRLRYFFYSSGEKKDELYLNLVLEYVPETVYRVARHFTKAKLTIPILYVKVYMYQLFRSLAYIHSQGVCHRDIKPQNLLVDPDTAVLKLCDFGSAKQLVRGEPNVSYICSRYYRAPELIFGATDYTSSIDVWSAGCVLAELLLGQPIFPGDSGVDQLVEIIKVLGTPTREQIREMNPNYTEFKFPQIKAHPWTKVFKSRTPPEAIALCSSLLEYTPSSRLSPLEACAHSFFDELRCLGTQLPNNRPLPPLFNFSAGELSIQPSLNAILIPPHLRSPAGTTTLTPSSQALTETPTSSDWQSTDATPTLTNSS
GSK3B inh – inhibitors of human GSK3beta kinase; GST-GSK3beta kinase, ADP-Glo luminescence, 60 min; active compounds read low; activity score (negative = inhibition), % at 10 µM; AID 2097; hit rate 0.038% among 300,000; P49841;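 active means more than half of replicate wells score below -50%, meaning over 50% inhibition versus plate controls; inconclusive means some replicates but at most half score below -50%; inactive means no replicate scores below -50%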;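 further: 0% = median DMSO wells and -100% = median GW8510 positive control wells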
Target sequence (P49841 whole entry, looked up): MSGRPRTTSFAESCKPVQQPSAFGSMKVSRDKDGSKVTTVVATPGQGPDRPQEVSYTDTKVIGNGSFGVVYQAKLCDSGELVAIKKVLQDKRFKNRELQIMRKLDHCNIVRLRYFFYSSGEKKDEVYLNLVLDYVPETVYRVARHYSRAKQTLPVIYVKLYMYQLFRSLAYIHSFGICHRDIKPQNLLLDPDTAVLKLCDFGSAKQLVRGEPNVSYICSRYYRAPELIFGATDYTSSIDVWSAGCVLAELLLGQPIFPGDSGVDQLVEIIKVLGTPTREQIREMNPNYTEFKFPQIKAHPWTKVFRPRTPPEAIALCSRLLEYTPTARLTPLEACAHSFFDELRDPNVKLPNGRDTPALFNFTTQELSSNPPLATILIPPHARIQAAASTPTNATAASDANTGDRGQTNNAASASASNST
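test system = GST-tagged human GSK3beta kinase, cell-free | reagent = 25 µM ATP with peptide substrate | dosing = one dose of 10 µM per compound | schedule = 60 min reaction, RT | detection = luminescent ADP-Glo measurement of ADP formed | control set = DMSO neutral wells and GW8510 at 20 µM as positive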
Dyrk1A ADPGlo – inhibitors of rat Dyrk1A kinase | Q63470 | ADP-Glo luminescence, NFATc1 peptide | inhibition, % at 12.5 µM | hit rate 0.43% among 310,000 | AID 504441; in the data active means inhibition above about 50%;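 further: plate controls were vehicle with enzyme for no effect and no enzyme for full effect; many of its hits are not listed in these tables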
Platelet DG rel – modulates dense granule release in human platelets. inhibition, %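 (compounds screened at 7.5 µM in platelet-rich plasma)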. human platelet-rich plasma, SFLLRN dense granule ATP release, luminescence. hit rate 0.22% among 300,000;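 active means mean replicate score, as percent of positive control, at or above 50; inconclusive means mean below 50 but at least one replicate at or above 50; inactive means mean and every replicate below 50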
aSyn 5UTR inh – MLPCN primary screen, SNCA 5' untranslated region; alpha-synuclein 5'UTR reporter, inhibitor activity; inhibition, % (tested at 7.5 µM); hit rate 0.82% among 300,000; in the data active means inhibition above about 60%; inconclusive means no clear call, values can overlap the other calls;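 further: H4 neuroglioblastoma cells stably carrying SNCA 5'UTR luciferase fusion; 0% = DMSO wells and 100% = positive control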
HSP90 refold inh – blocks HSP90-mediated luciferase refolding in reticulocyte lysate; Rabbit reticulocyte lysate, luciferase refolding luminescence, 3 h; inhibition, % at 5.6 µM; hit rate 0.91% among 290,000;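 active means inhibition above the screen-wide mean plus 3 SD, computed separately per campaign, cut at about 16% in these data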;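 further: 0% = DMSO wells and 100% = 60 µM geldanamycin wells; inhibitors lower the luminescence because luciferase stays unfolded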
KLF5 inh – kruppel-like factor 5 inhibition; DLD-1 KLF5 promoter-luciferase reporter, luminescence; inhibition, % at 5 µM; hit rate 0.23% among 290,000;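 active means inhibition above a per-plate limit of that plate's mean compound inhibition plus 3 SD, cut at about 60% in these data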;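 further: 0% = DMSO wells and 100% = LY294002 at 200 µM; higher means less KLF5 promoter-driven luciferase light; inactives centre near -14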
HSF1 inh – HSF1 inhibition | hit rate 0.77% among 300,000 | activity change, negative = inhibition, % at 7.5 µM (by protocol) | AID 2098 | NIH3T3-HGL HSE-luciferase, MG132-induced, luminescence 8 h; active compounds read low;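 active means more than half of replicate wells show activity change below -50%, luminescence cut by over half; inconclusive means some wells, but at most half, below -50%; inactive means no replicate well below -50%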;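 further: luciferase reports HSF-1 transcriptional activity via heat shock element; 0% = median of DMSO wells and -100% = zero luminescence signal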
* hit, by the source's call; ? = inconclusive; · = no result given. Not all compounds are listed (hit frequency here may not be typical).

SMILES	IEC-6 cytotox	HSF1 activator	GSK3 alpha inh	GSK3B inh	Dyrk1A ADPGlo	Platelet DG rel	aSyn 5UTR inh	HSP90 refold inh	KLF5 inh	HSF1 inh
O=C(Nc1n[nH]c(C(F)(F)F)n1)C1CC1	-1	9	-1	1	·	-8	-11	-1	25	8
Cc1ccccc1-n1nc(SCC(=O)O)sc1=S	0	-10	-9	2	-2	1	5	-6	-4	-1
CCn1c(C)c(C(C)=O)c(N2CCN(c3ccc(OC)cc3)CC2)nc1=S	-1	-7	-3	-3	-2	-2	-9	1	-8	4
O=C(COc1ccccc1Cl)Nc1nnc(S(=O)(=O)N2CCCCCC2)s1	4	5	-2	-1	2	-13	21	-2	-14	-5
CCC(C)(C(=O)NC1CCCC1)N(Cc1cccs1)C(=O)Cc1cccs1 (stereo unspecified)	-6	3	2	-1	4	0	-8	-6	3	9
CCN(CC)CCn1c2c(c(SCC(=O)Nc3cc(C)ccc3C)nc1=O)CCC2	·	-6	2	-3	-1	18	-12	·	·	-2
CCCC(=O)C1=C(O)C(C(=O)OC)C(C)(C)CC1=Nc1ccncc1 (stereo unspecified)	-3	6	1	-1	1	9	6	0	-28	4
O=C1C(=O)N(CCCn2ccnc2)C(c2ccc(Br)cc2)/C1=C(\O)c1ccc2c(c1)OCCO2 (stereo unspecified)	-10	0	-2	-2	2	2	-7	4	-6	1
COc1ccc(NC(=O)c2ccc3c(c2)C(=O)N(CC2CCCO2)C3=O)cc1O (stereo unspecified)	4	-4	1	2	-4	20	-12	1	-27	-1
CN(C)C(=O)N1CCC(C(=O)N2CCCC(C(=O)c3cccc4ccccc34)C2)CC1 (stereo unspecified)	5	24	-1	1	-4	-11	11	1	-18	8
Cc1ncsc1C(=O)N1N=C2/C(=C/c3ccc(N4CCOCC4)cc3)CCCC2C1c1ccc(N2CCOCC2)cc1 (stereo unspecified)	0	-2	-1	-2	-2	-1	-9	8	-1	2
COCCN(Cc1ccccc1)C(=O)c1ccc2c(=O)n3c(nc2c1)CCC3	·	-2	-1	3	·	-8	8	·	·	-4
O=C(O)c1c2c(nc3ccc(S(=O)(=O)N4CCC(C(=O)NCc5ccccc5Cl)CC4)cc13)CCCC2	-2	-4	-1	4	-10	8	-7	-3	4	2
Cc1ccc(C)c(N(CC(=O)NC2CCCC2)C(=O)c2cc3cc4cccc(C)c4nc3s2)c1	1	11	-2	-2	-4	-3	-24	0	-5	5
CSc1nc2c(c(=O)[nH]c(=O)n2C)n1Cc1ccccc1	-2	15	0	2	3	2	21	1	-18	2
CCCCn1c(-c2nonc2N)nc2ccccc21	-3	-14	9	-3	6	6	22	1	-12	-18
FC(F)(F)c1nnc(-c2ccccc2)nc1Oc1ccccc1	2	-8	-2	0	-4	-6	-1	-4	-37	-2
CC1CCCN(C2(O)C(=O)Nc3c(C(F)(F)F)cccc32)C1 (stereo unspecified)	6	-11	-3	2	1	1	-1	-4	-38	-11
CC12CC3CC(C)(C1)CC(CN)(C3)C2	-3	5	1	-1	1	3	-12	0	-22	7
Cc1cc(C(=O)NC(C)c2ccc3c(c2)OCO3)cs1 (stereo unspecified)	-6	-1	0	-1	3	10	10	12	-22	1
O=C(OCC(=O)N(CCc1ccccc1)Cc1ccccc1)c1ccccc1NCCO	-3	6	-2	-5	-4	15	-14	0	-42	2
CCC(=O)c1ccc(N2CCN(C(=O)c3ccccc3)CC2)c(F)c1	-1	3	0	0	-3	-4	2	3	-23	1
Cc1cc(C(=O)CSc2nc3ccccc3c(=O)n2C)c(C)n1Cc1ccc2c(c1)OCO2	4	9	-1	-1	-1	-2	3	5	11	6
O=C(Nc1nc2ccccc2s1)C1c2ccccc2Oc2ccccc21	0	8	4	-1	-6	-9	29	4	-26	-10
COc1ccc(C(=O)NC(=S)NNC(=O)c2cccnc2)cc1	10	18	-3	1	-4	3	10	-4	1	4
CCOc1ccccc1NC(=O)c1cc(=O)c2ccccc2o1	3	-8	-1	2	·	-1	19	0	-23	-7
N#CC(=C1CCCC1)c1nc(-c2ccccc2)cs1	2	86*	-2	0	-2	1	-187	1	-33	47
CCC(C)(C)NC(=O)CN(Cc1ccc2c(c1)OCO2)C(=O)CCC(=O)Nc1ccccn1	-1	8	4	0	-5	-1	14	-1	-16	-4
CCCCOc1ccc(C2/C(=C(\O)c3ccc4c(c3)OCCO4)C(=O)C(=O)N2CCCN2CCOCC2)cc1 (stereo unspecified)	3	-10	-1	1	-2	-3	-13	6	-9	-3
O=C(c1cccnc1)N1CCN(Cc2ccccc2Br)CC1	2	-10	-3	3	-2	2	6	1	-8	-18
CC(C)NC(=O)c1cc(-n2cnnc2)ccc1Cl	2	9	-3	2	-6	-11	-18	5	-28	-8
CCOC(=O)CN1C(=O)N[C@@H](c2cccs2)C(C(C)=O)=C1C	·	-13	-1	-4	-11	3	7	·	·	-4
CCOc1ccc(CCNC(=O)C2CCCN(C(=O)N(C)C)C2)cc1OCC (stereo unspecified)	4	-7	-2	1	-7	3	9	3	11	5
Cc1c(-c2ccccc2)nc(N)c(C#N)c1-c1ccco1	3	·	-2	0	·	6	24	0	-13	·
CSCC[C@H](NC(=O)Nc1ccc(C)cc1C)C(=O)O	4	-13	-2	-1	-3	7	27	3	-10	-5
CSc1ncccc1C(=O)Nc1ncc(C)s1	3	31	-2	1	-1	-1	-12	0	-38	4
Oc1ccc(-c2[nH]ncc2-c2cccc3cccnc23)c(O)c1	0	15	-1	0	·	12	3	0	-9	2
c1ccc(Cn2nnnc2-c2ccco2)cc1	-1	6	7	4	0	1	23	1	-16	-5
COc1ccc(OC)c2c1C(=O)C(Cl)=C(Cl)C2=O	86*	-71	-1	-7	10	66*	-89	9	7	-70*
COc1cc(OC)c2cc[nH]c2c1	1	12	-7	-11	-5	?	15	-2	0	17
CCn1c(SCC(=O)Nc2ccc(OCc3ccccc3)cc2)nnc1-c1ccco1	·	8	·	-1	2	1	-29	·	·	8
O=C(CSc1ccccc1)Nc1cccnc1	0	12	-2	5	-2	23	-15	1	-17	5
O=C1C=C(Nc2ccc(Cl)cc2)CC(c2ccco2)C1 (stereo unspecified)	3	10	·	6	7	-3	-12	0	-9	6
COCCCNC(=O)CCCCCNS(=O)(=O)c1ccc(Br)cc1	1	30	2	0	0	0	13	0	9	9
N/C(=N\O)c1cn(Cc2ccccc2Cl)c2ccccc12	10	8	2	0	11	6	8	-4	-26	3
CC1CCN(c2ccc3nnc(CCC(=O)N4CCN(c5ccc(F)cc5)CC4)n3n2)CC1	2	-4	-1	-3	-2	2	33	-3	-27	-6
O=C(CSc1nc2c(cnn2-c2ccc(F)cc2)c(=O)[nH]1)N1CCOCC1	-2	·	0	·	13	·	·	-1	-14	·
O=C(NCCN1CCNCC1)c1ccccn1	-2	3	0	2	-1	0	-2	0	-20	-5
O=C(OCCN=C1NS(=O)(=O)c2ccccc21)c1cccnc1	4	2	1	-2	-2	-3	-1	3	19	0
CSc1nc2cc(C)nn2c(-c2ccccc2)c1C#N	2	8	5	0	·	6	22	9	-3	-1
Cc1ccc(NC(=O)COC(=O)C2=COCCO2)cc1	0	4	·	1	0	4	15	-3	-10	1
CN(C)c1ccc(/C=C(/C(=O)c2ccc(Cl)cc2Cl)n2cncn2)cc1	10	-10	·	-3	-5	-14	-1	-6	15	6
CCCCCCCc1c(O)nc(SCCN2CCOCC2)[nH]c1=O	-4	0	-2	2	0	-3	-6	1	-31	2
COc1ccc(CCNc2ncnc3nc[nH]c23)cc1OC	0	13	-1	0	3	-10	-14	-3	7	-5
COc1ccc(CN2CCCC(C(=O)Nc3cccc(-n4cccn4)c3)C2)cc1 (stereo unspecified)	2	4	0	0	-2	4	30	-5	-22	3
COc1ccccc1CNS(=O)(=O)c1ccc2[nH]cc(C(=O)O)c(=O)c2c1	-2	15	3	0	5	11	8	1	-44	1
O=C(O)/C=C\C(=O)Nc1ccc(Oc2ccccc2)cc1	4	-24	-3	2	-7	-2	-24	3	31	-20
COc1cc(/C=C(\NC(=O)c2cc(OC)c(OC)c(OC)c2)C(=O)NC(C(=O)O)c2ccccc2)cc(OC)c1OC (stereo unspecified)	3	6	-2	-6	-7	-15	-14	4	-18	1
C=C1CCC[C@]2(C)C[C@H]3OC(=O)C(CNC(C)(CO)CO)[C@H]3CC12 (stereo partly specified)	4	74*	-2	3	-2	-13	-32	0	-2	43
O=C1C2C3C=CC(C3)C2C(=O)N1c1ccc2ccccc2c1 (stereo unspecified)	-4	-28	0	-5	0	20	-2	4	-53	-8

(next part)
SMILES	IEC-6 cytotox	HSF1 activator	GSK3 alpha inh	GSK3B inh	Dyrk1A ADPGlo	Platelet DG rel	aSyn 5UTR inh	HSP90 refold inh	KLF5 inh	HSF1 inh
Cc1ccc2nc(Nc3ccc(C)c(Cl)c3)c3nncn3c2c1	-8	-4	1	3	-4	-15	-3	0	-22	-2
CC(=O)C1=C(C)N(Cc2ccco2)C(=O)C1(NC(=O)C1CCCCC1)C(F)(F)F (stereo unspecified)	4	12	0	1	-1	-3	-4	4	-27	0
COc1ccc(-n2cc(C(=O)O)c3ccccc3c2=O)cc1	0	-9	0	4	10	-2	-11	7	-1	-6
COCCn1c(=N)c(C(=O)NCc2ccco2)cc2c(=O)n3ccccc3nc21	-8	·	-1	·	-17	·	·	0	-5	·
COc1ccc2c(Cl)c(C(=O)NCCCn3ccnc3)sc2c1	-4	7	0	-1	38	5	-27	-2	-17	10
Cc1nc2nc[nH]n2c(=O)c1NS(=O)(=O)c1ccc([N+](=O)[O-])cc1	-3	-10	0	-3	-3	-1	13	-2	-16	-2
CCCCc1c(O)nc2sc3cc(OC)ccc3n2c1=O	-7	19	2	1	-2	1	-48	-4	-38	11
c1ccc(OCCCCN2CCCCC2)cc1	-1	34	-3	2	12	-7	3	-1	-30	6
O=C(NC(=S)Nc1ncccn1)c1ccc(F)cc1	5	46	2	-2	6	-4	-203	-3	-198	24
COc1ccc(Cn2nnc3c(=O)[nH]c(C4CCCN(C(=O)c5ccccc5)C4)nc32)cc1 (stereo unspecified)	-4	-3	1	0	0	4	0	-3	-1	-6
CCCc1cc(=S)n2c([nH]c3ccccc32)c1C#N	-4	-7	10	0	·	-10	-2	-1	-9	-7
CCCCOC(=O)Nc1ccc(N2CCOCC2)cc1	0	15	-3	-2	-12	5	-163	-1	-120	7
COc1cc(OC)cc(-c2nnc(SCC(=O)Nc3cccc(C(=O)O)c3)s2)c1	6	-9	2	3	-4	5	0	-1	-12	-1
Cc1ccccc1CC(=O)NC1CCN(Cc2ccccc2)CC1	-9	-14	1	-1	·	-5	1	3	-9	-4
Cc1cc([N+](=O)[O-])nn1CC(=O)NC(C)c1ccccc1 (stereo unspecified)	7	-5	7	·	1	-2	5	2	-10	-1

From PubChem
